Screening data (PubChem)
TLR9-MyD88 inh = blocks human TLR9 binding to MyD88. Q9NR96+Q99836. CHO BLA complementation TLR9-MyD88, CCF4 FRET ratio. inhibition, % at 4.98 µM. actives 0.21% (n = 340,000). AID 504734;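 active means inhibition above the mean over all tested compounds plus 3 SD, cut at about 21% in these data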;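 further: 0% = DMSO only wells and 100% = clavulanate BLA inhibitor control wells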
NCOA3 inh = inhibitors of human steroid receptor coactivator 3 (SRC3). Q9Y6Q9. HEK293 GAL4-SRC3 luciferase reporter, luminescence. inhibition, % at 3.6 µM. actives 0.17% (n = 360,000). AID 588352;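 active means inhibition above a per-campaign cutoff, the mean of all compounds plus 3 SD, cut at about 60% in these data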;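 further: 0% = DMSO-treated cells and 100% = gossypol-treated cells at 36 µM; higher means less SRC3-driven luciferase light from the GAL4 reporter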
EBV LMP1 NFkB = Epstein-Barr LMP1 NF-kappaB reporter inhibition | LMP1-induced NF-kappaB luciferase reporter cells, luminescence | inhibition, % at 12.5 µM | actives 0.69% (n = 350,000); in the data active means inhibition above about 41%;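 further: 0% = neutral control wells and 100% = reference inhibitor control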
C8 TRAIL sens = sensitizes caspase-8 expressing cells to TRAIL. inhibition (viability loss, TRAIL sensitization), % at 10 µM. AID 624354. NB7+C8 cells + TRAIL, ATPlite viability luminescence. actives 1% (n = 360,000);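 active means compounds causing at least 50% loss of cell viability in the single-dose screen, relative to plate controls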
SRC2 inh = human SRC2 (NCOA2) inhibition. Q15596. HEK293 GAL4-SRC2 luciferase reporter, luminescence. inhibition, % at 9 µM. actives 0.17% (n = 370,000). AID 651957;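 active means inhibition above the mean inhibition of all tested compounds plus 3 SD, set per campaign, cut at about 52% in these data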;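 further: 0% = DMSO treated cells and 100% = cells given Gossypol at 36 µM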
SRC1 inh = inhibitors of human steroid receptor coactivator 1 (SRC1). Q15788. HEK293 GAL4-SRC1 luciferase reporter, luminescence. inhibition, % at 3.6 µM. actives 0.12% (n = 360,000). AID 588354;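 active means inhibition above the campaign mean plus 3 SD, with each screening campaign given its own cutoff, cut at about 60% in these data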;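 further: 0% = DMSO treated cells and 100% = gossypol at 36 µM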
NOD2-RIPK2 inh = NOD2-RIPK2 protein interaction inhibition; AID 624267; actives 0.38% (n = 360,000); CHO BLA complementation NOD2-RIPK2, CCF4 ratio; O43353; inhibition, % at 4.98 µM; in the data active means inhibition above about 21%;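 further: 0% = vehicle only and 100% = reference blocker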
TROY signal inh = inhibitors of TROY-dependent NF-kB signaling; Q293 LMP1-TROYcd NF-kB luciferase reporter, 4 h; inhibition, % at 10 µM; actives 0.98% (n = 360,000);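 active means compounds whose plate-normalised and pattern-corrected inhibition of the luciferase reporter signal at the single screening dose is 50% or more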
Vif imaging = HIV Vif inhibition | HEK293T cells, Vif self-association by quenched fluorescence, imaging, 24 h | inhibition, % at 7.49 µM | actives 0.35% (n = 340,000) | AID 602346; in the data active means inhibition above about 50%, passing the limit was not always enough; further: some results filed as inactive read as strong as hits
NR5A2 inv ag = suppresses constitutive activity of human LRH-1; O00482; HEK293T StAR-luciferase reporter, LRH-1 transfected, 24 h; inhibition, % at 3.6 µM; actives 0.13% (n = 360,000); AID 602396;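 active means inhibition above the mean inhibition of all tested compounds plus 3 SD, cut at about 73% in these data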;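 further: 0% = DMSO wells and 100% = reporter-only cells lacking LRH-1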
Target sequence (O00482 whole entry, looked up): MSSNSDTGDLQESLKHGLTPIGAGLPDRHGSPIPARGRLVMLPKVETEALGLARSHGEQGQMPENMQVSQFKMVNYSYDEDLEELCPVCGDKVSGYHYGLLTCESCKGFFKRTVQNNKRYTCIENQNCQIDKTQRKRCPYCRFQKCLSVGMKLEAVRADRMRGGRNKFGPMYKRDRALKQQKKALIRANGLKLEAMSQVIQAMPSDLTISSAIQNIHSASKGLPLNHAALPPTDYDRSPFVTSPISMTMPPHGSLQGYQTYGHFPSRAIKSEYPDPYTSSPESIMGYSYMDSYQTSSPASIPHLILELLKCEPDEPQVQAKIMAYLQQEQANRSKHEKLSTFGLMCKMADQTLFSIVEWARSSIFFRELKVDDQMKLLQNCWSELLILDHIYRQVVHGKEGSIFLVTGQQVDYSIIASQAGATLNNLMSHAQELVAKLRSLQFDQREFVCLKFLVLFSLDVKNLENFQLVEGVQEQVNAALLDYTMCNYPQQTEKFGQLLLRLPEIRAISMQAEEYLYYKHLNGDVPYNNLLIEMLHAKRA
COUP-TFII inh = inhibitors of human COUP-TFII (NR2F2); HEK293T NGFI-A luciferase reporter, luminescence; P24468; AID 686940; inhibition, % at 8.6 µM; actives 0.7% (n = 370,000);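 active means inhibition above a per-plate cutoff, mean inhibition of test wells between control levels plus 3 SD, cut at about 38% in these data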;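 further: cells cotransfected with COUP-TFII expression vector driving the NGFI-A reporter; 0% = median of COUP-TF2 test wells and 100% = reporter-only cells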
Target sequence (P24468 whole entry, looked up): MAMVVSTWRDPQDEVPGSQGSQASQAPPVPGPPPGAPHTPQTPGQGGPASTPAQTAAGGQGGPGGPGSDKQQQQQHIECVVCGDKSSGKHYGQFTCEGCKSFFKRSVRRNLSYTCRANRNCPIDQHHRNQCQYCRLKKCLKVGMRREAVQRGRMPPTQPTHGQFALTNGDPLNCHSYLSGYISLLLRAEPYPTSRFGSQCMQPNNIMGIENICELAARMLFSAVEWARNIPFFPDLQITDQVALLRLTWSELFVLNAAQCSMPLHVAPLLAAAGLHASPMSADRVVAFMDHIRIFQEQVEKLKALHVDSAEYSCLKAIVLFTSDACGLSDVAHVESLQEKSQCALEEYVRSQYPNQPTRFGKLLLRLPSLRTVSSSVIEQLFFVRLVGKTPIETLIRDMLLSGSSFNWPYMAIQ
The depositor's hits bear a star.

`O=C(CN1C(=O)c2ccccc2S1(=O)=O)Nc1ccc([N+](=O)[O-])cc1` gave TLR9-MyD88 inh -7, NCOA3 inh 17, EBV LMP1 NFkB 3, C8 TRAIL sens 7, SRC2 inh -4, SRC1 inh -21, NOD2-RIPK2 inh 6, TROY signal inh 15, Vif imaging 0, NR5A2 inv ag 39 and COUP-TFII inh 2.
Cc1ccc(C(=O)COC(=O)[C@@H](NC(=O)c2ccco2)C(C)C)s1 was read as TLR9-MyD88 inh 7, NCOA3 inh 7, EBV LMP1 NFkB -1, C8 TRAIL sens -6, SRC2 inh -13, SRC1 inh 2, NOD2-RIPK2 inh -3, TROY signal inh -4, Vif imaging -3, NR5A2 inv ag 3 and COUP-TFII inh 7.
CCOC(=O)N1CCN(C(=O)COC(=O)c2ccc(S(=O)(=O)N(CC)CC)cc2)CC1 was read as TLR9-MyD88 inh -2, NCOA3 inh 10, EBV LMP1 NFkB -4, C8 TRAIL sens -2, SRC2 inh -8, SRC1 inh 0, NOD2-RIPK2 inh -2, TROY signal inh -5, Vif imaging 0, NR5A2 inv ag 4 and COUP-TFII inh 1.
`COc1ccc(NC(=O)Nc2cccc3[nH]c([C@@H]4O[C@H](CO)[C@@H](O)[C@H](O)[C@H]4O)nc23)cc1OC1CCCC1` gave NCOA3 inh -17, C8 TRAIL sens -4, SRC2 inh -30, SRC1 inh -11, NOD2-RIPK2 inh -5, TROY signal inh 1, Vif imaging 1, NR5A2 inv ag -8 and COUP-TFII inh 0.
`COc1ccc(-c2nc(NC(=O)CSc3nnc(C)s3)ns2)cc1` gave TLR9-MyD88 inh 5, NCOA3 inh 4, EBV LMP1 NFkB -3, C8 TRAIL sens -7, SRC1 inh 6, NOD2-RIPK2 inh -12, TROY signal inh -20, Vif imaging 0 and NR5A2 inv ag -27.
Screening O=C(CSC(=S)N1CCCC1)Nc1ccc(Br)cc1Cl returned TLR9-MyD88 inh 2, NCOA3 inh 22, EBV LMP1 NFkB -1, C8 TRAIL sens -33, SRC2 inh -5, SRC1 inh -6, NOD2-RIPK2 inh -7, TROY signal inh -15, Vif imaging -10, NR5A2 inv ag -22 and COUP-TFII inh -11.
COc1ccc(-c2nc(N)ncc2-c2ccccc2)c(O)c1 was read as TLR9-MyD88 inh 8, NCOA3 inh -6, EBV LMP1 NFkB 14, C8 TRAIL sens -14, SRC2 inh -16, SRC1 inh 0, NOD2-RIPK2 inh 2, TROY signal inh 0, Vif imaging 7, NR5A2 inv ag -13 and COUP-TFII inh 19.
Screening CCC(C)N(C(=O)COc1ccc(Br)cc1C=O)C1CCS(=O)(=O)C1 (stereo unspecified) returned TLR9-MyD88 inh -8, NCOA3 inh 27, EBV LMP1 NFkB -1, C8 TRAIL sens 0, SRC2 inh 23, SRC1 inh 8, NOD2-RIPK2 inh -4, TROY signal inh -11, Vif imaging 42, NR5A2 inv ag 6 and COUP-TFII inh -6.
CC(=O)N(CCC(c1ccccc1)c1ccco1)Cc1cccs1 (stereo unspecified) was read as TLR9-MyD88 inh -5, NCOA3 inh 15, EBV LMP1 NFkB -8, C8 TRAIL sens 17, SRC2 inh 15, SRC1 inh 2, NOD2-RIPK2 inh 3, TROY signal inh 12, Vif imaging -12, NR5A2 inv ag -9 and COUP-TFII inh 5.
CCn1c(/C=C/c2ccc(O)cc2)nc2ccccc2c1=O was read as TLR9-MyD88 inh -2, NCOA3 inh 1, EBV LMP1 NFkB 4, C8 TRAIL sens 26, SRC2 inh 0, SRC1 inh -17, NOD2-RIPK2 inh -7, TROY signal inh 20, Vif imaging -12, NR5A2 inv ag 7 and COUP-TFII inh 1.
`COc1ccccc1NC(=O)C(=O)NCc1ccncc1` gave TLR9-MyD88 inh -1, NCOA3 inh 12, EBV LMP1 NFkB 4, C8 TRAIL sens 0, SRC2 inh -3, SRC1 inh 4, NOD2-RIPK2 inh -3, TROY signal inh 13, Vif imaging -2, NR5A2 inv ag 7 and COUP-TFII inh 21.
CCC(C)N1C(=O)S/C(=C/c2ccc3c(c2)n(C)c(=O)n3C)C1=O (stereo unspecified) was read as TLR9-MyD88 inh -2, NCOA3 inh -8, EBV LMP1 NFkB 3, C8 TRAIL sens 6, SRC2 inh -37, SRC1 inh -2, NOD2-RIPK2 inh -7, TROY signal inh -4, Vif imaging -1, NR5A2 inv ag -5 and COUP-TFII inh -21.
`COCCN(C(=O)C1CCCO1)c1c(N)n(CC(C)C)c(=O)[nH]c1=O` (stereo unspecified) gave TLR9-MyD88 inh 0, NCOA3 inh 7, EBV LMP1 NFkB 0, C8 TRAIL sens -14, SRC2 inh 16, SRC1 inh -18, NOD2-RIPK2 inh -6, TROY signal inh -12, Vif imaging -2, NR5A2 inv ag 0 and COUP-TFII inh -8.
Screening Cc1ccccc1NC(=O)c1nn(C)c2c1CS(=O)(=O)c1ccccc1-2 returned TLR9-MyD88 inh 3, NCOA3 inh -4, EBV LMP1 NFkB 2, C8 TRAIL sens 6, SRC2 inh 8, SRC1 inh 1, NOD2-RIPK2 inh -7, TROY signal inh 15, Vif imaging -1, NR5A2 inv ag -2 and COUP-TFII inh 2.
CN(CC(=O)NCc1ccco1)S(=O)(=O)c1ccc2c(c1)c(=O)n(C)c(=O)n2C was read as TLR9-MyD88 inh -13, NCOA3 inh 18, EBV LMP1 NFkB 12, C8 TRAIL sens 0, SRC2 inh -25, SRC1 inh 7, NOD2-RIPK2 inh 0, TROY signal inh 3, Vif imaging 2, NR5A2 inv ag 7 and COUP-TFII inh 4.
For CCOC(=O)C1=CCN(S(=O)(=O)c2ccccc2C)C1c1ccc(F)cc1 (stereo unspecified) the results were NCOA3 inh 28, C8 TRAIL sens -7, SRC2 inh 9, SRC1 inh 5, NOD2-RIPK2 inh 4, TROY signal inh 8, NR5A2 inv ag 4 and COUP-TFII inh 2.
Cc1nc2c(c(=O)n1CCC1=CCCCC1)c1nc3ccccc3nc1n2/N=C/c1ccccc1 was read as TLR9-MyD88 inh 3, NCOA3 inh -1, EBV LMP1 NFkB 10, C8 TRAIL sens 7, SRC1 inh -8, NOD2-RIPK2 inh -8, TROY signal inh -36, Vif imaging 0 and NR5A2 inv ag 7.
For O=C(CSc1nc2ccccc2[nH]1)Nc1nc(-c2ccccc2)c(-c2ccccc2)o1 the results were TLR9-MyD88 inh 10, NCOA3 inh 7, EBV LMP1 NFkB 2, C8 TRAIL sens -13, SRC2 inh -10, SRC1 inh -11, NOD2-RIPK2 inh -7, TROY signal inh -30, NR5A2 inv ag -21 and COUP-TFII inh -20.
`Cc1sc2nc(CN3CCCC3)nc(Cl)c2c1C` gave TLR9-MyD88 inh 9, NCOA3 inh -3, EBV LMP1 NFkB -11, C8 TRAIL sens 5, SRC2 inh 8, SRC1 inh 0, NOD2-RIPK2 inh 12, TROY signal inh -5, Vif imaging -8, NR5A2 inv ag -2 and COUP-TFII inh 9.
Screening COC(=O)c1ccc(CNC(=O)C(NC(=O)c2ccco2)C(C)C)cc1 (stereo unspecified) returned TLR9-MyD88 inh 1, NCOA3 inh -15, EBV LMP1 NFkB -14, C8 TRAIL sens 0, SRC2 inh 3, SRC1 inh 5, NOD2-RIPK2 inh -8, TROY signal inh -1, Vif imaging 6, NR5A2 inv ag -25 and COUP-TFII inh -8.
COc1cc(OC)cc(C(=O)NCC(=O)N2CC=C(c3ccccc3)CC2)c1 was read as TLR9-MyD88 inh 6, NCOA3 inh -31, EBV LMP1 NFkB 3, C8 TRAIL sens 20, SRC2 inh -19, SRC1 inh -10, NOD2-RIPK2 inh 4, TROY signal inh 14, Vif imaging -8, NR5A2 inv ag -2 and COUP-TFII inh 4.
`CC(NC(=O)c1ccc(F)cc1)C(c1cccs1)N1CCN(C)CC1` (stereo unspecified) gave TLR9-MyD88 inh -2, NCOA3 inh 2, EBV LMP1 NFkB 12, C8 TRAIL sens -17, SRC2 inh -38, SRC1 inh 10, NOD2-RIPK2 inh -7, TROY signal inh 8, Vif imaging 0, NR5A2 inv ag 14 and COUP-TFII inh -17.
C/C(=N\Nc1ccccc1[N+](=O)[O-])c1ccccc1O was read as TLR9-MyD88 inh -5, NCOA3 inh -98, EBV LMP1 NFkB -13, C8 TRAIL sens -2, SRC2 inh 1, SRC1 inh -38, NOD2-RIPK2 inh 5, TROY signal inh 41, Vif imaging -3, NR5A2 inv ag -25 and COUP-TFII inh -10.
`Cc1nn(CCC(=O)NNC(=S)Nc2ccccc2)c(C)c1Br` gave TLR9-MyD88 inh -4, NCOA3 inh 10, EBV LMP1 NFkB 0, C8 TRAIL sens 31, SRC2 inh 7, SRC1 inh 1, NOD2-RIPK2 inh -1, TROY signal inh -11, Vif imaging -2, NR5A2 inv ag -4 and COUP-TFII inh 1.
Screening NC(N)=NS(=O)(=O)c1ccc(N/C=C\C(=O)c2ccncc2)cc1 returned TLR9-MyD88 inh 9, NCOA3 inh -12, EBV LMP1 NFkB 0, C8 TRAIL sens -7, SRC2 inh -20, SRC1 inh -13, NOD2-RIPK2 inh 6, TROY signal inh -4, Vif imaging -2, NR5A2 inv ag 14 and COUP-TFII inh 10.
COc1ccc(/C=C/C(=O)OCC(=O)Nc2ccc(Cl)c(S(=O)(=O)N(C)C)c2)cc1OC was read as TLR9-MyD88 inh -1, NCOA3 inh 8, EBV LMP1 NFkB 8, C8 TRAIL sens -9, SRC2 inh -2, SRC1 inh -7, NOD2-RIPK2 inh -3, TROY signal inh 26, Vif imaging -3, NR5A2 inv ag -1 and COUP-TFII inh 9.
For C[C@@H]1CN([C@@H](C)CO)C(=O)c2cc(Br)cnc2O[C@@H]1CN(C)S(=O)(=O)c1ccc(F)cc1 the results were TLR9-MyD88 inh -7, NCOA3 inh 10, EBV LMP1 NFkB -12, C8 TRAIL sens -13, SRC2 inh -31, SRC1 inh -7, NOD2-RIPK2 inh -7, TROY signal inh 10, NR5A2 inv ag 24 and COUP-TFII inh -1.
`CCc1nnc(N/N=C/c2c(F)cccc2Cl)n1N` gave TLR9-MyD88 inh 2, NCOA3 inh 8, EBV LMP1 NFkB 3, C8 TRAIL sens 7, SRC2 inh -10, SRC1 inh 9, NOD2-RIPK2 inh 1, TROY signal inh 6, Vif imaging -16, NR5A2 inv ag 35 and COUP-TFII inh -2.
CNC(=S)N/N=C/c1ccc(-c2ccc(Cl)c([N+](=O)[O-])c2)o1 was read as NCOA3 inh 13, EBV LMP1 NFkB -6, C8 TRAIL sens 0, SRC2 inh -13, SRC1 inh -4, NOD2-RIPK2 inh 3, TROY signal inh -45, Vif imaging 8, NR5A2 inv ag 3 and COUP-TFII inh 0.
Cc1ccc(-n2nc3c(=O)n(CC(=O)NCc4ccccn4)nc(C)c3c2C)cc1 was read as TLR9-MyD88 inh 0, NCOA3 inh 11, EBV LMP1 NFkB 9, C8 TRAIL sens -1, SRC2 inh -10, SRC1 inh -21, NOD2-RIPK2 inh -2, TROY signal inh -6, Vif imaging -1, NR5A2 inv ag 9 and COUP-TFII inh -1.
For CCOC(=O)Cc1csc(NC(=O)CCCc2ccccc2)n1 the results were TLR9-MyD88 inh -8, NCOA3 inh -7, EBV LMP1 NFkB -5, C8 TRAIL sens 8, SRC2 inh 3, SRC1 inh -1, NOD2-RIPK2 inh -1, TROY signal inh -4, Vif imaging 2, NR5A2 inv ag 6 and COUP-TFII inh 4.

An excerpt. The share of hits here may be higher or lower than overall.
